Compound activity deposited in PubChem by several laboratories.
HIV RNase H inh: HIV-1 RT RNase H inhibitors, primary screen, biochemical, fluorescence. Gag-Pol polyprotein (Human immunodeficiency virus type 1 group M subtype B (isolate …. RT-RNase H RNA/DNA duplex cleavage. inhibition, % at 10 µM. 65,000 tested, 1.9% active; in the data active means inhibition above about 50%
RmlC RmlD mix: RmlC and RmlD coupled enzyme inhibitors, primary screen, biochemical, 384-well, compound mixtures, retest. 110,000 tested, 0.39% active. inhibition, % at 5.5 µM. AID 1532, 2009. RmlC/RmlD coupled enzyme inhibition, 384-well mixture HTS; in the data active means inhibition above about 30%, passing the limit was not always enough; further: strong numbers were not always called active
* = called active by the depositor; · = not tested or not shown.

SMILES	HIV RNase H inh	RmlC RmlD mix
CCCCCCn1c(SCC(C)C)nc2c1c(=O)[nH]c(=O)n2C	8	142
CCc1ccc2[nH]c(=O)c(CN(Cc3ccccc3OC)Cc3nnnn3Cc3ccco3)cc2c1	-3	8
Cc1cc(C)cc(NC(=O)CSc2nnc(Cn3c(=O)sc4ccccc43)n2C)c1	-4	-8
COC(=O)c1cc(=O)nc2sc(-c3cccs3)nn12	2	39*
CCn1nc(C(=O)OCc2c(C)noc2C)c2ccccc2c1=O	-61	-3
CCOC(=O)C1CCN(Cc2nc(-c3ccc(OC)c(OC)c3)no2)CC1	-7	6
Cc1ccc2nc(CCc3nc4ccc(C)cc4o3)oc2c1	11	-11
CCOc1ccc(N2C(=O)NC(Cc3c[nH]c4ccccc34)C2=O)cc1 (stereo unspecified)	-5	-7
CC1=C(C(=O)OC2CCCCCCC2)C(c2cc3c(cc2Br)OCO3)CC(=O)N1 (stereo unspecified)	·	-5
COc1ccc(-n2c(=O)cc(N3CCOCC3)[nH]c2=O)cc1	6	-14
O=C(O)C1C2CCC(C2)C1C(=O)Nc1cc(F)ccc1F (stereo unspecified)	2	-7
COc1ccc(NC(=O)CSc2nnc(Cc3cccn3C)n2-c2ccc(F)cc2)cc1OC	-1	-4
CC(=O)N1CCN(S(=O)(=O)c2ccc(S(=O)(=O)NCC(C)C)cc2)CC1	-1	-3
CCN(CC)C(=O)C(C)N(C#N)c1nc(SC)nc(N(C)C)n1 (stereo unspecified)	-18	-11
CCC(CC)c1nnc(NC(=O)c2ccc3ccccc3n2)s1	·	10
Cc1nc(=O)c(-c2ccccc2)c(C)n1-c1cccc(C(=O)O)c1	-3	-25
COc1ccc(N(C)C(=O)Nc2ccc3c(c2)nnn3C)cc1	5	7
COc1ccccc1OCCCn1c(=O)oc2ccc(C)cc21	-34	6
Cc1ccc(Oc2ncc(-c3ccc(Cl)cc3)cn2)cc1	·	-4
COC(=O)c1cc(-c2ccccc2)sc1NC(=O)CN1C(=O)c2ccccc2C1=O	·	5
O=C(c1ccc(S(=O)(=O)N2CCCC2)cc1)N1CCN(Cc2ccc3c(c2)OCO3)CC1	4	1
COCCNC(=O)C1CC(c2cccc([N+](=O)[O-])c2)=NO1 (stereo unspecified)	·	-41
O=C(CCCn1c(=S)[nH]c2cc3c(cc2c1=O)OCO3)N1CCN(c2ccc(Cl)cc2)CC1	17	1
C=CCn1c(O)c(C(C)=Nc2ccc(N(C)C)cc2)c(=O)[nH]c1=O	6	11
COc1cccc(-c2nc(-c3ccc(NC(=O)c4cccnc4)cc3)no2)c1	-1	7
Other records:
SMILES	HIV RNase H inh	RmlC RmlD mix
CC(=O)c1nn(-c2cccc(Br)c2)cc1C(=O)c1ccc2ccccc2c1	·	5
C=CCn1c(=O)c2ccccc2n2c(SCC(=O)Nc3cc(C)on3)nnc12	-3	3
COc1ccc(OC)c(-n2c(SCC(C)=O)nnc2-c2cccc(S(=O)(=O)N(C)C)c2)c1	0	-8
CCNc1nnc(CSc2nc3ccccc3s2)s1	·	-11
N#Cc1c(C(F)(F)F)cc(-c2ccccc2)[nH]c1=O	·	28
COc1cccc(-n2nnnc2SCC(=O)NCc2ccc3c(c2)OCO3)c1	-36	·
O=C(Cc1ccccc1)Nc1ccc(N2CCOCC2)cc1N1CCOCC1	-4	-70
COc1ccc(/C=N/Nc2ncc(-c3ccccc3)cn2)c(OC)c1	·	6
Cc1ccccc1-c1nnc2c3ccccc3c(C)nn12	·	4
O=[N+]([O-])c1ccc(/C=N/Nc2nc(N3CCCC3)nc(N3CCCC3)n2)o1	·	-10
Cc1cc(C)n2c3c(c(C#N)c2n1)CCCC3	-17	1
C=CCNS(=O)(=O)c1nc(C)c(Cl)c(C)c1C#N	-20	12
C=CCn1c(CSc2nc3ccccc3s2)nnc1SCC(=O)OCC	-13	-14
CC(Oc1ccc(-c2ccccc2)cc1)C(=O)O (stereo unspecified)	-3	-9
Cc1cc(C)nc(NS(=O)(=O)c2ccc(NC(=S)NC(=O)C3CCCC3)cc2)n1	·	-15
Fc1cccc(CCNCc2ccccn2)c1	·	5
Cc1ccc(Nc2nc(Oc3ccc(OCc4ccccc4)nn3)nc(N3CCOCC3)n2)cc1	-3	-17
CCCOc1ccc(CSc2nnc(CCC)n2N)cc1	-15	0
C=C1CCN([C@@H](CC(C)C)C(=O)NCCC(C)C)S(=O)(=O)c2ccccc21	·	-14
CCC(C)(C)n1nnnc1C(c1ccccc1)N1CCc2ccccc2C1 (stereo unspecified)	·	6
CC1CCN(C(=S)NC2CCCCC2)CC1	·	3
O=C(Nc1c(C(=O)N2CCOCC2)cnn1-c1ccccc1Cl)c1ccco1	-5	6
COC(=O)c1ccsc1NC(=O)CN1CCN(c2ccc(F)cc2)CC1	-14	15
COc1cccc2cc(C(=O)N3CCC(C)CC3)c(=O)oc12	9	6
COC(=O)c1ccccc1N(C)C(=O)C12CCC(C)(C(=O)O1)C2(C)C (stereo unspecified)	-6	-10
Next entries:
SMILES	HIV RNase H inh	RmlC RmlD mix
CC1(C)CC(=O)C=C(NC2CCS(=O)(=O)C2)C1 (stereo unspecified)	-5	·
COc1cccc(NC(=O)Cn2cnc3sc(C)c(S(=O)(=O)N4CCCCC4)c3c2=O)c1	·	-18
COC(=O)C1=C(N)Oc2cc(C)n(CC3CCCO3)c(=O)c2C1c1ccc(Cl)cc1 (stereo unspecified)	4	-6
COC(C[C@H]1O[C@@H]1[C@@H](O)COCc1ccccc1)OC	·	-5
Clc1ccc(CSc2nnc([C@@H]3CCCN3)o2)cc1Cl	-12	-2
C=CCN(CC=C)c1nc2ccccc2nc1C(C#N)C(=O)OCCOC (stereo unspecified)	-4	4
CCn1c(CNc2ccc(Cl)cc2)nnc1SCc1ccc(Cl)cc1	·	-17
C=CCn1c(N)cc(=O)nc1SCC(=O)NC(C)c1ccccc1 (stereo unspecified)	3	-21
COC(=O)CSc1nnc2n(-c3ccc(OC)cc3)c(=O)c3c4c(sc3n12)CCCCC4	5	11
COc1ccc(OC)c(C2C(C(C)=O)=C(O)C(=O)N2CCc2ccc(OC)c(OC)c2)c1 (stereo unspecified)	·	2
O=C(Nc1ccc2c(c1)OCO2)c1ccc(Br)o1	·	10
CC(C)NC(=O)c1ccc(-c2cc(C(F)(F)F)ccc2Cl)o1	·	-195
Cc1ccc(Cn2nnc(C(=O)Nc3cc(C)ccc3C)c2N)cc1	-25	-9
CC(=O)N1C(=O)C2(C(C#N)=C(N)Oc3cc(C)oc(=O)c32)c2ccccc21 (stereo unspecified)	7	-8
Cc1cc(=O)oc(C)c1C(=O)OCC(=O)c1ccc2ccccc2c1	·	-12
COc1cccc(CC(NC(C)=O)C(=O)NC2CCN(c3nc(C)cc(C)c3C#N)CC2)c1 (stereo unspecified)	-5	-1
COc1ccc2c(c1)c(C(=O)CN1CCOCC1)c(C)n2C	-3	-2
COc1ccc(N=C2C(=Nc3ccc(OC)cc3)N(c3ccc(OC)cc3)C(=S)N2C)cc1	·	-4
CC(=O)Oc1ccc(-c2cccc(C(=O)Oc3ccccc3)c2)cc1	·	12
CCN(CC)S(=O)(=O)c1ccc(C(=O)Nc2c3c(nn2C(C)(C)C)CS(=O)(=O)C3)cc1	-5	6
COC(=O)c1ccc(Oc2nc(Nc3ccccc3)nc(N(C)C)n2)cc1	-7	-12
Cc1nnc2n(c1=O)C(CS(=O)(=O)c1ccccc1)CS2 (stereo unspecified)	3	2
CCOC(=O)c1c(C)[nH]c(C(=O)COC(=O)c2oc3ccc(OC)cc3c2C)c1C	0	-10
O=C(CN1CCCCCC1=O)OCc1ncc(-c2ccccc2)o1	-15	-11
CC(C)(C)c1ccc(C(=O)N2CCC(C(=O)NCc3ccco3)CC2)cc1	·	5
(further entries)
SMILES	HIV RNase H inh	RmlC RmlD mix
CCn1nc(-c2ccccc2)nc2c(=O)n(C)c(=O)nc1-2	-8	2
COC(=O)COc1ccc(S(=O)(=O)NCC2CCCO2)cc1Cl (stereo unspecified)	-6	5
COc1cc(C2C3C(=O)N(c4ccc(F)cc4)C(=O)C3ON2c2ccccc2)ccc1O (stereo unspecified)	9	-11
Cc1cccc(NC(=O)c2cnc3n(c2=O)CCS3)c1	0	16
Cn1c(=O)c2c(nc(NCCCO)n2C/C=C/c2ccccc2)n(C)c1=O	3	-6
O=C(/C=C/Nc1cccc(F)c1)c1ccco1	·	-10
COc1ccc(C(=O)C(CO)Oc2ccccc2OC)cc1OC (stereo unspecified)	-9	·
COC(=O)c1sccc1-n1cccc1C(=O)C(=O)N1CCCC1	·	-6
O=C(c1ccc(Cl)cc1Cl)c1ncc(C(F)(F)F)cc1Cl	·	9
CCOC(=O)N1CCN(S(=O)(=O)Cc2ccccc2)CC1	-2	5
CCOc1cc(/C=N/NC(=O)CN2CCOCC2)ccc1OCc1ccc(Cl)cc1	·	3
COC(=O)C(Cc1ccc(OC(=O)c2ccc(Cl)cc2)cc1)N1Cc2ccccc2C1=O (stereo unspecified)	·	5
O=C(Nc1ccc2oc(-c3ccccc3)nc2c1)c1cccs1	·	6
CCCS(=O)(=O)N1CCN(Cc2ccccc2C(F)(F)F)CC1	-5	-35
O=C(O)C1CCN(C(=O)c2ccc(Cl)cc2)CC1	·	-14
Cc1ccc(-c2nc(=S)c3c(n2CC2CCCO2)CC(C)(C)OC3)cc1 (stereo unspecified)	·	14
COc1ccc(-c2nc(C#N)c(N3CC(C)OC(C)C3)o2)cc1OC (stereo unspecified)	2	30
C=C1CN(Cc2ccccc2)S(=O)(=O)c2ccccc21	·	68
O=C(NC1(C(F)(F)F)NC(=O)N(Cc2ccccc2)C1=O)c1cccnc1 (stereo unspecified)	·	-9
COc1ccc2c(c1OC)C(=O)OC2CC(=O)c1ccc(O)c(O)c1 (stereo unspecified)	·	-9
O=c1oc2ccccc2nc1/C=C(O)/C=C\c1ccccc1	·	-9
COC(=O)c1[nH]c2ccc(Cl)cc2c1NC(=O)CN1CCC(C(N)=O)CC1	2	-64
COc1ccc(CNC(=O)C2CCN(S(=O)(=O)c3c(C)n[nH]c3C)CC2)cc1	-3	9
O=C(c1ccccc1)c1coc2ccc(O)c(CN3CCOCC3)c12	-14	3
O=S(=O)(Nc1ccc2c(c1)nc1n2CCN(Cc2ccccc2)C1)c1ccc(F)cc1	10	9
Following part.
SMILES	HIV RNase H inh	RmlC RmlD mix
Cc1ccc(C)c(N(C(=O)CCC(=O)Nc2cc(C)on2)C(C(=O)NC2CCCC2)c2ccco2)c1 (stereo unspecified)	-23	-12
CCSc1nnc(NC(=O)c2csc(C)c2)s1	2	57
O=C(N/N=C/C1CCCCC1)c1cc(Cl)ccc1O	·	14
COc1ccc(C(=O)Nc2nc(-c3cccs3)cs2)cc1	-6	1
CCC(C)(C)NC(=O)C(c1cccn1C)N(Cc1ccc(OC)cc1)C(=O)Cn1nnc2ccccc21 (stereo unspecified)	·	7
CC1CCc2c(sc(NC(=O)CSc3ncnc4c3cnn4-c3ccccc3Cl)c2C#N)C1 (stereo unspecified)	·	-8
COCCN1C(=O)C(CC(=O)Nc2ccccc2)SC1=Nc1ccc(OC)cc1 (stereo unspecified)	·	3
NC(=O)c1ccc(C2SCC(=O)N2Cc2ccccc2)cc1 (stereo unspecified)	-16	-23
Cc1cc2c(cc1C)CSC(c1ccccc1OC(=O)C(C)C)SC2	·	4
CC(C)CC(=O)NC(NCC1CCCO1)C(Cl)(Cl)Cl (stereo unspecified)	·	10
Cc1ccc(C)c2[nH]c(=O)c(C(c3nnnn3C3CCCC3)N3CCOCC3)cc12 (stereo unspecified)	-3	13
CCn1c(SCC(=O)Nc2nc(C)c(C)s2)nnc1-c1cccnc1	-3	-17
CN1CCN(CCCNC(=O)c2cc3c(=O)n(C)c4ccccc4c3s2)CC1	-21	-3
Cn1c(Cc2ccccc2)nnc1SCC(=O)N1CCN(c2ccccc2)CC1	-4	13
CC1CCCCC1NS(=O)(=O)c1ccc(-n2cnnn2)cc1 (stereo unspecified)	-4	-15
COc1ccc(C(CNC(=O)COc2ccccc2C#N)N2CCOCC2)cc1 (stereo unspecified)	-10	5
CCCNC(=O)Cn1cccc1C(=O)c1ccccc1	-13	-8
Clc1ccc2nc(CN3CCCc4ccccc43)cn2c1	-24	-20

Some of the compounds tested, so the mix of outcomes need not match the whole.
